# Source: PubChem BioAssay (several laboratories)
# KKLEB tox = CF airway cell cytotoxicity counter-screen; activity change (cytotoxicity), % at 5 µM; 360,000 tested, 0.36% active; KKLEB CF airway cells viability, ATPlite luminescence, overnight; active compounds read low; cells stimulated with P. aeruginosa culture filtrate;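 active = corrected activity change at or below -50% at 5 µM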
# NCOA1 inh = human NCOA1 inhibition; Q15788; HEK293 GAL4-SRC1 luciferase reporter, luminescence; inhibition, % at 3.6 µM; 360,000 tested, 0.12% active;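 active = inhibition above the campaign mean plus 3 SD, with each screening campaign given its own cutoff, cut at about 60% in these data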;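 note: 0% = DMSO treated cells and 100% = gossypol at 36 µM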
# TRAIL sens C8 = caspase-8 TRAIL sensitization. inhibition (viability loss, TRAIL sensitization), % at 10 µM. 360,000 tested, 1% active. NB7+C8 cells + TRAIL, ATPlite viability luminescence;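 active = compounds causing at least 50% loss of cell viability in the single-dose screen, relative to plate controls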
# LRH-1 inv ag = suppresses constitutive activity of human LRH-1; O00482; HEK293T StAR-luciferase reporter, LRH-1 transfected, 24 h; inhibition, % at 3.6 µM; 360,000 tested, 0.13% active;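 active = inhibition above the mean inhibition of all tested compounds plus 3 SD, cut at about 73% in these data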;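 note: 0% = DMSO wells and 100% = reporter-only cells lacking LRH-1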
# TWEAK-Fn14 inh = TWEAK-Fn14 signaling inhibition; TWEAK-stimulated Fn14 reporter cells, luciferase luminescence, 8 h; inhibition, % at 10 µM; 360,000 tested, 2% active; in the data active = inhibition above about 50%
# CF NFkB block = inhibitors of cystic fibrosis induced NF-kB; KKLEB NF-kB-GFP reporter, PAF-induced, GFP fluorescence overnight; inhibition, % at 5 µM; 360,000 tested, 0.86% active; AID 588850;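 active = at least 50% inhibition at 5 µM, scaled per plate between neutral and stimulator controls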;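 note: PAF is a Pseudomonas aeruginosa culture filtrate used as stimulus; plate controls were PAF-stimulated DMSO wells for no effect and unstimulated DMSO wells for full effect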
# NCOA2 inhibitor = inhibits human steroid receptor coactivator 2. Q15596. HEK293 GAL4-SRC2 luciferase reporter, luminescence. inhibition, % at 9 µM. 370,000 tested, 0.17% active. AID 651957;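 active = inhibition above the mean inhibition of all tested compounds plus 3 SD, set per campaign, cut at about 52% in these data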;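 note: 0% = DMSO treated cells and 100% = cells given Gossypol at 36 µM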
# EBV LMP1 NFkB = inhibitors of Epstein-Barr LMP1-induced NF-kappaB reporter | inhibition, % at 12.5 µM | 350,000 tested, 0.69% active | AID 504558 | LMP1-induced NF-kappaB luciferase reporter cells, luminescence; in the data active = inhibition above about 41%;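 note: 0% = neutral control wells and 100% = reference inhibitor control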
# COUP-TFII inh = blocks human COUP-TFII nuclear receptor | HEK293T NGFI-A luciferase reporter, luminescence | inhibition, % at 8.6 µM | 370,000 tested, 0.7% active;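 active = inhibition above a per-plate cutoff, mean inhibition of test wells between control levels plus 3 SD, cut at about 38% in these data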;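 note: cells cotransfected with COUP-TFII expression vector driving the NGFI-A reporter; 0% = median of COUP-TF2 test wells and 100% = reporter-only cells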
# SRC3 inh = inhibitors of human steroid receptor coactivator 3 (SRC3) | HEK293 GAL4-SRC3 luciferase reporter, luminescence | 360,000 tested, 0.17% active | inhibition, % at 3.6 µM | Q9Y6Q9 | AID 588352;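 active = inhibition above a per-campaign cutoff, the mean of all compounds plus 3 SD, cut at about 60% in these data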;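 note: 0% = DMSO-treated cells and 100% = gossypol-treated cells at 36 µM; higher means less SRC3-driven luciferase light from the GAL4 reporter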
# Target sequence (Q9Y6Q9 whole entry, looked up, the tested form may be a part): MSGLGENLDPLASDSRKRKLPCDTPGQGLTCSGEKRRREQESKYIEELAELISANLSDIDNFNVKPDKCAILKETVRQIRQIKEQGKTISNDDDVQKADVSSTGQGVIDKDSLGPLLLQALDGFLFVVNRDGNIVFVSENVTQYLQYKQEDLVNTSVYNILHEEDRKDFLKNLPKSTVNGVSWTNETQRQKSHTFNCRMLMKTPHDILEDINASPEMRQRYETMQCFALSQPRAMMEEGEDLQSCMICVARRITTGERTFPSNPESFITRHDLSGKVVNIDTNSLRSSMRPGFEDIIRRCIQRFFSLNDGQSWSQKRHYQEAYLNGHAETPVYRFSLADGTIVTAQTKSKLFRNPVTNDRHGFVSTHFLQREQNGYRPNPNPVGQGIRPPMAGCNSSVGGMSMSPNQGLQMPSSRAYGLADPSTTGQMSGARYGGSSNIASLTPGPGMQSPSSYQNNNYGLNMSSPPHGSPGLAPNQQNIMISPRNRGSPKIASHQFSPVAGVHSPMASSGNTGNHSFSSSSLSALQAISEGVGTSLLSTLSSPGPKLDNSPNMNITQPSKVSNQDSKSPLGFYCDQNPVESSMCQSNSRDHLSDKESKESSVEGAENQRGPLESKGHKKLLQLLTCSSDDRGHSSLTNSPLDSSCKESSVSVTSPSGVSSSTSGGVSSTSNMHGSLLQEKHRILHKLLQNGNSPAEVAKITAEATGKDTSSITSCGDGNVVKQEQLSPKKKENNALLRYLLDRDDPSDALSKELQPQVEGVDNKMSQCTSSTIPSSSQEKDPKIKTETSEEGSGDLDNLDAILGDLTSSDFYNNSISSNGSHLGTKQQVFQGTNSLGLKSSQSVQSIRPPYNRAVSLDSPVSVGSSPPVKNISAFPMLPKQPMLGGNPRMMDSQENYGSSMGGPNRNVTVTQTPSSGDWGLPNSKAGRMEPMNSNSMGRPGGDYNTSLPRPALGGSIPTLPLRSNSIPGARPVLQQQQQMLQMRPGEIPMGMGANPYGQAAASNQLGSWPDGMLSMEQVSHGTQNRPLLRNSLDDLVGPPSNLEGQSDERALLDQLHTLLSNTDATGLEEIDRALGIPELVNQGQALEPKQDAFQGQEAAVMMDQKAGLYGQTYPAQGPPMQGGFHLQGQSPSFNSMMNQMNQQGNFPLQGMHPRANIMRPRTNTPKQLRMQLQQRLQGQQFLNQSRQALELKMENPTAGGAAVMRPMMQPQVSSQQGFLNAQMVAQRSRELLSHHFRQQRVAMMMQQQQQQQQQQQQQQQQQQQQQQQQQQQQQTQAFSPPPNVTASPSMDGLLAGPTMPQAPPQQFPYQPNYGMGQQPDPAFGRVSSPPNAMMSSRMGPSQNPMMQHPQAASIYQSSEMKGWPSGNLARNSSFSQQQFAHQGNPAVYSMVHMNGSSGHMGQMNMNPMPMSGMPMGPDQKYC
# TROY signal inh = inhibitors of TROY-dependent NF-kB signaling; Q293 LMP1-TROYcd NF-kB luciferase reporter, 4 h; inhibition, % at 10 µM; 360,000 tested, 0.98% active; AID 1347056;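 active = compounds whose plate-normalised and pattern-corrected inhibition of the luciferase reporter signal at the single screening dose is 50% or more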
# The depositor's hits bear a star; / = not tested or not shown.
# Values run as follows: KKLEB tox, NCOA1 inh, TRAIL sens C8, LRH-1 inv ag, TWEAK-Fn14 inh, CF NFkB block, NCOA2 inhibitor, EBV LMP1 NFkB, COUP-TFII inh, SRC3 inh, TROY signal inh
CC(C(=O)Nc1ccccc1Sc1ccccc1)N(c1ccccc1)S(C)(=O)=O (stereo not drawn)
  -10, 10, 0, 5, -3, 15, 7, -5, 8, 13, -17
CCN(CC)S(=O)(=O)c1cc(C(=O)OCC(=O)Nc2c(F)cccc2F)ccc1F
  0, -49, 3, 13, 4, -12, -10, 1, -4, 10, 19
CCC(C)(C)NC(=O)C(NS(=O)(=O)c1cccs1)c1ccccc1 (stereo not drawn)
  3, 18, 1, 7, 12, -17, 6, -5, 2, 4, 3
COc1cc(OC)cc(C(=O)NC(C)CCc2ccccc2)c1 (stereo not drawn)
  -11, 3, -3, 11, -2, -3, -10, 1, -7, -25, 1
C[C@@H](C(=O)NNC(=O)c1ccc(Cl)cc1)N1C(=O)C2CC=CCC2C1=O (stereo partly drawn)
  -7, 3, 4, -12, -23, 10, -10, -2, 9, 17, -18
CCn1c(SCC(=O)Nc2cc(C)on2)nnc1-c1ccccc1
  3, -23, 7, 6, 13, 5, 16, -9, 8, 13, 7
C=CCn1c(SCC(=O)c2ccc(F)cc2)nnc1-c1ccc2c(c1)OCO2
  -1, -4, -1, 10, 1, 1, -13, -6, 2, -9, 11
Cc1cccc(-c2nn(-c3ccccc3)cc2C(=O)N2CCN(C3CCS(=O)(=O)C3)CC2)c1 (stereo not drawn)
  0, 0, -6, -1, 11, -12, 0, -4, -16, -1, -8
OC(COc1ccccc1)CN1CCN(c2ccccc2)CC1 (stereo not drawn)
  -1, -1, 10, -20, -21, -25, -14, -5, -16, -44, 9
Cc1nn(C)c(C(=O)NNC(=S)NCC(C)C)c1Cl
  -4, -17, 15, 4, -29, -2, 14, 0, 7, 6, -1
Cc1sc2nc(C3CC3)nc(SCC(=O)NCc3ccco3)c2c1C
  -13, 14, -5, -17, 7, 23, -1, -1, 8, -4, 5
O=C(CNC(=O)C1CCCCC1)Nc1ccccc1
  12, -11, -8, 5, -14, -10, 6, 3, 7, -4, 11
O=C(CCN1N=C(c2ccccc2)CCC1=O)NCCCN1CCOCC1
  -7, -15, -11, -6, 24, 7, -14, 4, -1, 2, -3
COc1ccccc1C(NC(=O)C1CCN(CCc2ccc(Br)cc2)CC1)c1ccccn1 (stereo not drawn)
  -7, 15, -2, -16, 16, -4, -17, /, 3, 4, 3
COCc1ccc([C@@H]2C[C@H]3CN(Cc4cccnc4)C(=O)[C@]34CCCN24)o1
  14, 4, 4, 10, 4, -11, 16, -4, -19, 16, 18
CCCCN(C(=O)c1[nH]c(C)c(C(C)=O)c1C)c1c(N)n(CCCC)c(=O)[nH]c1=O
  -10, -6, 0, -10, 2, 5, -14, 4, -11, 5, -18
CCCOc1ccc(C(=O)NNC(=S)NC(=O)c2ccccc2)cc1
  -7, -17, -9, -11, -35, 19, -8, 19, 3, 11, 45
Cc1cc(C(=O)CSc2nnc(-c3cccnc3)n2-c2ccccc2F)c(C)n1C
  0, -3, -5, -13, -4, 3, -16, -9, -2, 6, -8
CCOc1c2ccc(C(=O)NCCCCc3ccccc3)cc2nn1CC
  -21, -9, -3, 2, -6, -1, -6, 2, -7, -4, 4
O=C(Cc1ccc(NC(=O)C2CCN(C(=O)C3CCC3)CC2)cc1)Nc1ccc(C(=O)N2CCOCC2)cc1
  20, -8, -16, 23, 1, 2, 3, 5, 21, -6, -10
O=C(N/N=C/c1cccc(Cl)c1)C1CCCC1
  8, -35, 13, -39, -22, -4, -31, 5, -18, -27, -75
CCCCNC(=O)CCn1c(=S)[nH]c2cc3c(cc2c1=O)OCO3
  -17, -13, -3, 5, -11, -7, -16, -7, 14, 0, -12
COc1cc(/C=C/C(=O)OCC(=O)N2c3ccccc3CC2C)cc(OC)c1OC (stereo not drawn)
  -11, -7, 14, 4, 7, 7, -16, -2, -3, 0, 17
Cc1cccc(Nc2nc(N)nc(CCl)n2)c1
  -6, -11, 90*, -2, -8, 26, 22, -27, -15, 17, 0
CS(=O)(=O)N(CC(=O)O)c1ccc(C23CC4CC(CC(C4)C2)C3)cc1
  -4, -7, -11, 12, 12, 0, -21, 0, 0, -3, 0
COc1ccc(CNC(=O)C2CCN(S(=O)(=O)c3ccc4c(c3)N(C(C)=O)CCO4)CC2)cc1
  2, 6, -18, 7, -8, -8, 8, -2, -15, -2, 8
COc1ccc(NS(=O)(=O)c2cccc(C(=O)N3CCOCC3)c2)cc1
  3, 10, -4, 13, -24, 2, -9, 0, -4, 7, -8
CCOC(=O)CSc1nnc(CNC(=O)c2ccc([N+](=O)[O-])cc2)n1C
  10, 12, 36, 5, -2, -12, 12, 3, 0, 9, -6
Cc1ccc(-c2nc(CSc3nc4ccccc4c(=O)n3CCO)cs2)cc1
  2, -4, -5, 6, 4, 9, -20, -1, 13, -23, -15
Cc1ccc(NC(=O)CSCc2cc(=O)n3ccsc3n2)cc1
  -3, 9, 16, -3, -4, -5, /, -5, /, 4, -6
Cc1cc(C)c2c(CN3CCN(C/C=C/c4ccccc4)CC3)cc(=O)oc2c1
  -9, -17, 8, 1, 2, 6, 30, 0, 28, -26, 8
O=C1CCC(C(=O)Nc2cccc(S(=O)(=O)Nc3ccccc3F)c2)=NN1
  1, 5, -10, 23, 0, 14, 0, 10, 14, 14, -9
O=C(CNc1cccc(S(=O)(=O)N2CCOCC2)c1)Nc1cccc(Br)c1
  1, 0, 11, -22, 8, 13, -2, 5, -2, 9, 13
Cc1cccc(NC(=S)N(Cc2cccc(Br)c2)CC2CCC(C(=O)O)CC2)c1 (stereo not drawn)
  1, 2, -5, 19, -9, -4, -18, 5, -28, 12, 2
CCOC(=O)[C@H]1[C@H]2COc3cc(OC)ccc3[C@@H]2N2C(=O)N(c3cccc(Cl)c3)C(=O)[C@@]12C
  -8, -6, -7, 2, -47, 11, /, 3, /, 0, 2
COc1ccc(S(=O)(=O)N2CCOCC2)cc1NC(=O)CCOc1ccc(C(C)(C)C)cc1
  -5, -6, 20, 6, 3, -6, 2, -11, 14, -10, -26
COc1cc2c(cc1OC)C(=O)Cc1ccc3c(c1CN(C)CC2)OCO3
  12, -8, 10, 14, -6, 2, 10, 12, -1, 25, -24
O=C(CN1CCN(c2ncccn2)CC1)N1CCCC1
  -1, 11, 9, 14, -8, -2, 6, 0, 14, 1, 14
CCC(C)(C)NC(=O)C(OC(=O)c1ccco1)c1ccccc1F (stereo not drawn)
  10, -2, -3, 17, 19, -21, 15, -13, 3, 18, 7
O=C(Nc1ccccc1)C1=C[C@H](C2CC2)C[C@H](OCCCCO)O1
  0, -38, 5, -25, 3, -16, -21, -8, -7, -67, 10
S=c1[nH]nc(COc2ccc(Cl)cc2)n1Cc1ccco1
  5, -8, -4, -6, -12, -5, -28, -14, -11, -1, -13
COc1ccc(C)cc1NC(=O)c1cccc(C(=O)Nc2cc(C)ccc2OC)c1
  2, 10, 1, 2, -13, -17, -9, 6, -2, 0, -30
CCOC(=O)C(NC(C)=O)(Nc1ccc(S(=O)(=O)Nc2ccncn2)cc1)C(F)(F)F (stereo not drawn)
  -1, -3, -4, 11, 6, -6, 4, -5, 5, 20, 8
O=C(COc1ccc(Cl)cc1)NNC(=O)c1ccc(=O)[nH]c1
  -1, 5, 4, -22, 11, -6, -12, -1, -13, -7, 2
COc1ccccc1/C=C1\SC(=S)N(CC(=O)NC2CCS(=O)(=O)C2)C1=O (stereo not drawn)
  -2, -5, -12, -9, 1, -26, 11, -1, 9, -18, -17
CS(=O)(=O)c1ccccc1C(=O)Nc1nc2ccccc2[nH]1
  8, -24, 3, -9, -9, 10, -26, 2, 7, -3, -36
COc1ccc(CCC(=O)NNC(=O)c2cc(Cl)ccc2OC)cc1
  -6, -8, -27, 3, -8, 11, -30, -1, -7, -22, -15
CS(=O)(=O)c1ccc(C(=O)Nc2cc(-c3ccccc3)nn2-c2ccccc2)cc1
  4, 0, 6, 20, -5, -19, -10, 9, 0, -10, -21
CCC(Oc1ccccc1)C(=O)OCC(=O)Nc1c(C)nn(-c2ccccc2)c1C (stereo not drawn)
  -5, 3, -3, -12, 16, 30, -6, 5, 17, -10, 1
Cc1cccc(C)c1NS(=O)(=O)c1ccc2c(c1)C(=O)c1ccccc1C2=O
  -19, 4, 25, 17, 15, 14, -1, -2, 16, 17, -25
CCCCCC(=O)NC(=S)NC1C2CC3CC(C2)CC1C3 (stereo not drawn)
  -6, 5, -7, 1, 2, 13, 10, -1, -4, -19, -52
CCCc1nc(SCC(=O)Nc2nnc(CC)s2)c2c(=O)n(C)c(=O)n(C)c2n1
  18, 5, 17, -3, 18, -26, 19, 20, -25, -9, 12
COc1ccc(C2=NS(=O)(=O)N(C)C(C(=O)NCc3ccc(F)cc3)=C2)cc1OC
  9, -10, -2, 11, -10, 0, -3, 5, -8, 2, 13
Cc1ccccc1OC1(C)CCN(Cc2ccc(-c3ccccn3)cc2)C1 (stereo not drawn)
  -16, 2, -6, -14, -9, 28, 4, /, -24, -16, -17
Cc1cc(C)c2c(=O)[nH]c(SCC(=O)c3ccc(C(C)C)cc3)nc2n1
  7, -16, 3, 2, 4, 10, -18, -6, 2, 3, -12
O=C(CSCc1cc(=O)[nH][nH]1)Nc1ccc(F)cc1
  -2, -8, -1, 4, -7, 15, 17, 18, -4, 9, -9
COC/C=C/C1=CC2=CC(=O)C(C)(OC(=O)c3cnc4ccccc4n3)C(=O)C2=CN1C(CO)CO (stereo not drawn)
  -3, -21, 4, -17, 6, -7, 21, -22, -13, -2, 23
C#CCNC(=O)C1=C[C@H](c2cn(C(C)=O)c3ccccc23)[C@@H](CCCO)[C@H](OCC)O1
  5, 5, 3, 3, -12, -5, -17, 4, -2, -15, 14
CSc1nc2ccccc2c(=O)n1C1CCOC(C)(C)C1 (stereo not drawn)
  3, -7, -6, -29, -4, -8, -11, 5, 5, 13, 3
Fc1ccc(-[n+]2nc(Nc3ccccc3)sc2-c2cccc(Cl)c2Cl)cc1
  -4, -12, -8, 11, 16, 15, 2, -12, 0, 3, 10

# (list continues)
# Values run as follows: KKLEB tox, NCOA1 inh, TRAIL sens C8, LRH-1 inv ag, TWEAK-Fn14 inh, CF NFkB block, NCOA2 inhibitor, EBV LMP1 NFkB, COUP-TFII inh, SRC3 inh, TROY signal inh
CCCCCCC(=O)N=Nc1c(O)[nH]c2ccc([N+](=O)[O-])cc12
  -15, 3, 1, -13, -25, 10, -14, -3, 20, 2, -8
CCC(C)N(C(=O)CCC(=O)Nc1cc(C)on1)C(C(=O)NC(C)(C)C)c1ccccc1Cl (stereo not drawn)
  10, 8, -9, -10, 11, -10, -13, 3, -2, -1, -35
CC(=O)Nc1ccc(Oc2cc(C#N)c(C#N)cc2N2CCOCC2)cc1
  0, -1, -7, 7, 9, -1, -9, 4, -13, 3, /
CN1C(=O)CSc2ccc(C(=O)O)cc21
  -1, -6, -3, 2, -2, -12, 3, -4, -2, 6, 12
CCN(C(=O)COC(=O)c1cc(S(=O)(=O)N2CCc3ccccc32)ccc1OC)C1CCS(=O)(=O)C1 (stereo not drawn)
  5, -5, 0, 4, -8, 4, -20, -5, 6, 12, 16
COc1ccc(C(=O)N2CC3(C)CC2CC(C)(C)C3)cc1OC (stereo not drawn)
  -14, 11, -5, 11, 3, 7, -18, -1, 7, 12, 7
